Compound activity: PubChem, The Scripps Research Institute Molecular Screening Center
TTR transcr act: increases transthyretin transcription; SH-SY5Y TTR promoter Gaussia luciferase, luminescence; 100% = recombinant luciferase protein wells; activation, % at 16.7 µM; hit rate 1.3% among 92,000; AID 1117267;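 active means activation above the mean of all tested compounds plus 3 SD, cut at about 9.5% in these data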;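 further: cells exposed to compounds for one day before reading; 0% = median of all test compound wells on the plate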
* marks the source's active call; other numbers are inactive results. These rows are one share of the data, so the mix of outcomes need not match the whole.

SMILES	TTR transcr act
C=CC1CN2CCC1CC2C(O)c1ccnc2ccc(OC)cc12 (centres undefined)	13.2*
COC(=O)C1=CO[C@@H](O[C@@H]2O[C@H](CO)[C@@H](O)[C@H](O)[C@H]2O)C2C1C[C@H](O)[C@@H]2C (some centres undefined)	-0.3
COc1cc(-c2oc3cc(O)cc(O)c3c(=O)c2O[C@@H]2O[C@H](COC3O[C@@H](C)[C@H](O)[C@@H](O)[C@H]3O)[C@@H](O)[C@H](O)[C@H]2O)ccc1O (some centres undefined)	-1.1
CC(C)=CCOc1c2ccoc2cc2oc(=O)ccc12	1.6
Cc1cncn1CCc1nc2c3ccccc3nc(SCC(=O)Nc3cccc(Cl)c3)n2n1	-0.9

Among those listed so far, 2 have an aryl methoxy group:
SMILES	TTR transcr act
C=CC1CN2CCC1CC2C(O)c1ccnc2ccc(OC)cc12 (centres undefined)	13.2*
COc1cc(-c2oc3cc(O)cc(O)c3c(=O)c2O[C@@H]2O[C@H](COC3O[C@@H](C)[C@H](O)[C@@H](O)[C@H]3O)[C@@H](O)[C@H](O)[C@H]2O)ccc1O (some centres undefined)	-1.1
